Assay outcomes (PubChem)
Large T inhibition: SV40 large T antigen inhibitors, biochemical (AID 1903); SV40 large T antigen ATPase/helicase inhibition assay; higher % means a stronger effect; 0.39% of 310,000 active; inhibition, % at 20 µM; hits with a dose series show IC50 in µM; in the data active means a potency from the dose series; inconclusive means inhibition mostly from about 32% at the one dose, without a potency; inactive means the rest, 99 in 100 with inhibition below about 32%; further: strong numbers were not always called active
Rac1 GTP hydrolysis: MgcRacGAP GTPase-activating activity inhibitors, confirmation, biochemical, ADP Hunter fluorescence. AID 624330, 2012. MgcRacGAP-stimulated Rac1 GTP hydrolysis, ADP Hunter fluorescence; higher % means a stronger effect; GST-tagged Rac1 F28L mutant substrate. inhibition, % at 30 µM, or IC50 in µM where a hit was titrated. Rac GTPase-activating protein 1 (Homo sapiens). 0.6% of 340,000 active;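 active means first-screen hits whose inhibition reached a set limit at any dose in the follow-up dose series; inconclusive means inhibition above the set first-screen limit but never retested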;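 further: fluorescence reports GDP produced by GAP-driven GTP hydrolysis; strong numbers were not always called active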
The depositor's hits bear a star; ? = inconclusive. A portion of the library. The share of hits here may be higher or lower than overall.

SMILES	Large T inhibition	Rac1 GTP hydrolysis
COc1ccc(C(=O)OCC(=O)NC2CC2)cc1S(=O)(=O)N(C)Cc1ccccc1	10%	9%
COc1ccccc1N1CCN(CCCCN2C(=O)c3ccccc3C2=O)CC1	5%	5%
CN(CC(=O)Nc1cccc(F)c1)C(=O)c1cc(-c2ccccc2)nc2ccccc12	16%	2%
Cc1cccc(OCCC(=O)OCC(=O)Nc2c(C)nn(-c3ccccc3)c2C)c1	17%	3%
O=S(=O)(NCC1(N2CCOCC2)CCCCC1)c1ccc(F)cc1	13%	4%
COc1ccccc1NC(=O)C(=O)NCCC1CCCCN1S(=O)(=O)c1ccc(F)cc1 (centres undefined)	7%	2%
CC(C)(O)CCc1c(-c2ccc(O)cc2O)oc2c3c(cc(O)c2c1=O)OC(C)(C)C=C3	2%	2%
COc1ccc2c(C(=O)c3ccc(C)cc3)n(Cc3ccc(C(N)=O)cc3)[n+]([O-])c2c1	7%	4%
COc1cccc(CC(=O)OCC(=O)NC2(C#N)CCCCC2)c1	0%	7%
Cc1n[nH]c(=O)c2c(NC(=O)COC(=O)c3ncc(Cl)c(Cl)c3Cl)oc(C)c12	12%	2%
CCOC(=O)C1CCN(C(=O)c2ccc3c(c2)C(=O)N(c2ccccc2C)C3=O)CC1	9%	7%
Cc1ccc(C)c(SCC(=O)N(C)CC(=O)Nc2ccc(N3CCOCC3)cc2)c1	9%	4%
CCCCN1C(=O)C(=O)N(CC(=O)Nc2sc(C)c(CC)c2C(=O)OCC)C1=O	14%	2%
S=P(N1CC1)(N1CC1)N1CC1	24%	3%
CCCCOc1ccc(/C=C/C(=O)OCC(=O)NC2CCS(=O)(=O)C2)cc1OCC (centres undefined)	13%	4%
CC1Cc2ccccc2N1C(=O)COC(=O)Cc1ccc(F)cc1 (centres undefined)	-2%	13%
O=C(NCCc1ccc(F)cc1)c1ccc(NS(=O)(=O)c2ccc3[nH]c(=O)[nH]c3c2)cc1	12%	5%
CC1(NC(=O)CCc2nc3sc4c(c3c(=O)[nH]2)CCCC4)CCS(=O)(=O)C1 (centres undefined)	14%	8%
CC(C)C[C@H]1CN=C(N(C)C)N1CC1CCCCCC1	15%	4%
COC(=O)c1c(NC(=O)CSc2ncn[nH]2)sc(C)c1C	6%	10%
CCCN(C(=O)CSc1n[nH]c(-c2ccc(OC)cc2)n1)c1c(N)n(Cc2ccccc2)c(=O)[nH]c1=O	11%	-4%
CC(C)c1ccc(S(=O)(=O)N2CCN(C(=O)C3CC3C)CC2)cc1 (centres undefined)	24%	11%
CC1(C)CC(=O)C=C(NC2CCCCC2)C1	3%	5%
Fc1ccccc1-c1nc2c(s1)CCc1onc(-c3ccc(Br)cc3)c1-2	17%	9%
Cc1ccc(CNC(=O)c2cc(-c3ccccc3C)n(CC3CC(c4cccc([N+](=O)[O-])c4)=NO3)n2)cc1 (centres undefined)	10%	6%
COc1ccc(CN2CCN(S(=O)(=O)c3ccccc3)CC2)c(OC)c1OC	3%	13%
C[C@H]1CN=C(N(C)C)N1CCc1cccc(F)c1	9%	9%
Cc1cc(C)c(OCC(=O)OC(C)C(=O)N2CCc3ccccc32)c(C)c1 (centres undefined)	6%	10%
CCOc1cc(C(=O)Nc2ccc(S(=O)(=O)NC3=NCCCCC3)cc2)cc(Br)c1OC	14%	5%
CCN1CCN(S(=O)(=O)c2ccc(Cl)c(C(=O)Nc3nnc(C)s3)c2)CC1	12%	2%
COc1ccc(C(CNC(=O)CSc2ccc(Br)cc2)N2CCOCC2)cc1 (centres undefined)	2%	5%
CN(CC(=O)Nc1ccccc1C(F)(F)F)C(=O)CSCc1ccc(Cl)c(Cl)c1	6%	1%
COc1ccccc1NC(=O)C(C)OC(=O)C1CCC(C(C)(C)C)CC1 (centres undefined)	7%	3%
CN(C(=O)CSc1nnc(-c2ccccc2F)o1)c1ccccc1	5%	0%
CCOc1ccc(Nc2nc3ccccc3n2C)cc1	22%	15%
CCc1ccc(NC(=O)c2ccc(-n3cncn3)c([N+](=O)[O-])c2)cc1	18%	0%
Cc1cnc(C(=O)OCC(=O)N(C)CC(=O)Nc2ccccc2Cl)cn1	5%	6%
O=C1C(Cc2ccccc2)Nc2ncnc(N3CCc4ccccc4C3)c2N1Cc1ccc(Cl)cc1 (centres undefined)	8%	10%
Oc1cc(O)c2c(c1)OC(c1ccc(O)c(O)c1)C(O)C2 (centres undefined)	8.6µM*	?
COc1ccc2[nH]c(=O)c(-c3nnn(-c4ccc(F)cc4)n3)cc2c1	16%	9%
O=C(CN1C(=O)c2ccc([N+](=O)[O-])cc2C1=O)Nc1cc(S(=O)(=O)N2CCOCC2)ccc1Cl	13%	-1%
Cc1cccc(C(=O)NCc2nnc(SC(C)C(=O)Nc3nnc(C)s3)n2C)c1 (centres undefined)	-3%	3%
O=C1CC(NS(=O)(=O)c2cccs2)CN1c1ccc(Cl)cc1 (centres undefined)	29%	-2%
CC1CCC(NS(=O)(=O)c2ccc(Cl)nc2)CC1 (centres undefined)	5%	0%
CN(CCOc1ccc(Cl)cc1)C(=O)CN1C(=O)NC2(CCCCC2)C1=O	18%	3%
Cc1cc(NC(=O)CSCC(=O)N(C)Cc2c(F)cccc2Cl)no1	5%	0%
COC(=O)C1=C(C)N(Cc2ccccc2)C(=O)N[C@H]1c1cccc(F)c1	3%	3%
O=C(c1cccc(S(=O)(=O)N2CCN(c3ccccc3)CC2)c1)N1CCCC(C(F)(F)F)C1 (centres undefined)	10%	4%
COc1ccc2c(c1)CC[C@@H]1[C@@H]2CC[C@]2(C)[C@@H](C(=O)O)C[C@@H]12	9%	8%
O=C1COc2ccc(C(=O)COC(=O)Cc3ccc(F)cc3)cc2N1	9%	2%
CCN(CC(=O)Nc1ccc(NC(C)=O)cc1)C(=O)c1cccnc1Sc1ccc(C)c(C)c1	5%	6%
Cc1cccc(NC(=O)CN2C(=O)c3ccccc3S2(=O)=O)n1	2%	12%
CC1CN(C(=O)c2ccc(S(=O)(=O)Nc3ccccc3F)cc2)CC(C)O1 (centres undefined)	5%	11%
O=C(Nc1ccc2c(c1)CCCN2C(=O)c1ccco1)c1cc([N+](=O)[O-])ccc1Cl	22%	2%
CCN(CC(=O)Nc1ccc(NC(C)=O)cc1)C(=O)CCCN1C(=O)c2ccccc2C1=O	13%	8%
Nc1ccc(CNC(=O)OCC2c3ccccc3-c3ccccc32)cc1	4%	9%
COc1ccc(C(=O)NCC(c2ccco2)N2CCc3ccccc3C2)cc1 (centres undefined)	13%	2%
Cc1noc(C)c1COc1ccccc1C(=O)Nc1cccc(S(=O)(=O)N(C)C)c1	15%	4%
O=C(c1ccco1)N1CCN(C(=O)c2ccc(-c3cccc(C(F)(F)F)c3)o2)CC1	12%	2%
CSCCC(NC(=O)c1ccccc1Br)C(=O)NCC(C)(C)N1CCOCC1 (centres undefined)	-3%	7%
(more compounds)
SMILES	Large T inhibition	Rac1 GTP hydrolysis
CC1C(=O)N2CCCc3cc(NS(=O)(=O)c4ccc([N+](=O)[O-])cc4)cc1c32 (centres undefined)	12%	4%
NC(=O)c1cc([N+](=O)[O-])c(Cl)cc1NCc1cccnc1	9%	6%
Cc1cc(C)c2sc(N(CCCN(C)C)C(=O)c3ccc(S(=O)(=O)N4CCCc5ccccc54)cc3)nc2c1	10%	9%
CCC1(C(=O)OC)NC(c2cccc(F)c2)C2C(=O)N(C)C(=O)C21 (centres undefined)	8%	2%
COc1ccc(NC(=O)c2ccc3c(c2)S(=O)(=O)c2ccccc2C3=O)cc1	1%	8%
Cc1ccc(OCCC(=O)OCC(=O)NCc2ccccc2)cc1	2%	-4%
O=C(OCC(=O)N1CCC(Cc2ccccc2)CC1)c1cc(Cl)ccc1O	10%	7%
Cc1cccc(NC(=O)C2CCN(S(=O)(=O)c3ccc4ccccc4c3)CC2)n1	8%	3%
CC1O[C@@H](O[C@H](C)CC/C=C/C(=O)O)C(O)C[C@H]1O (some centres undefined)	5%	2%
CN1C(=O)OC(C)(C)C1=O	17%	-2%
CCC[C@@H]1CCCO[C@@](C(=O)NCCN2CCOCC2)(C(F)(F)F)C1	11%	2%
Cc1ccc(NC(=O)c2ccccc2)cc1C	6%	7%
CC(NC(=O)C(c1ccccc1)c1ccccc1)c1ccccc1 (centres undefined)	16%	5%
O=C(COc1ccc(Br)cc1Br)NC1CCS(=O)(=O)C1 (centres undefined)	11%	3%
COc1cccc(C(=O)COC(=O)C2CC3CCCC(C2)C3=O)c1 (centres undefined)	5%	3%
Cc1cc(Cl)ccc1NC(=O)COC(=O)c1cc([N+](=O)[O-])ccc1N1CCOCC1	11%	4%
CCCCn1c(N)c(N(CCOC)C(=O)c2ccc(COc3ccccc3)o2)c(=O)[nH]c1=O	16%	2%
O=C(NCCCCc1ccccc1)c1ccc(F)cc1	1%	8%
CC(OC(=O)c1nn(C)c(=O)c2ccccc12)C(=O)NC1CCCCC1C (centres undefined)	12%	-2%
Cn1c(-c2ccc(C(F)(F)F)cc2)cc2onc(-c3ccccc3)c2c1=O	14%	-8%

The closing three records of the part above open the next one.
SMILES	Large T inhibition	Rac1 GTP hydrolysis
O=C(NCCCCc1ccccc1)c1ccc(F)cc1	1%	8%
CC(OC(=O)c1nn(C)c(=O)c2ccccc12)C(=O)NC1CCCCC1C (centres undefined)	12%	-2%
Cn1c(-c2ccc(C(F)(F)F)cc2)cc2onc(-c3ccccc3)c2c1=O	14%	-8%
COc1cccc(CNC(=O)C(=O)NCC2CCCN2S(=O)(=O)c2cc(C)ccc2C)c1 (centres undefined)	4%	8%
Cc1cc(Cl)ccc1NC(=O)CN1C(=O)NC2(CCCc3ccccc32)C1=O (centres undefined)	25%	11%
NS(=O)(=O)c1cc(Cl)c(Cl)c(S(N)(=O)=O)c1	-2%	3%
O=C(c1ccc(-c2ccccc2Cl)o1)N1CCN(c2ccccc2O)CC1	6%	-3%
O=C1Cc2cc(NS(=O)(=O)c3ccc(F)cc3)cc3c2N1CCC3	4%	8%
CC1C(=O)N2CCCc3cc(NC(=O)c4ccccc4F)cc1c32 (centres undefined)	12%	1%
CCOCCn1ccc2c(OCC(=O)NCCc3ccc(OC)c(OC)c3)cccc2c1=O	2%	4%
CC(Oc1ccc(F)cc1)C(=O)Nc1cc(Cl)ccc1-n1cncn1 (centres undefined)	4%	4%
CCCCn1c(N)c(N(CCOC)C(=O)c2cnccn2)c(=O)[nH]c1=O	20%	9%
Cc1ccc(S(=O)(=O)N2[C@@H](c3ccccc3F)C(C(=O)O)=CC[C@H]2c2ccc3c(c2)OCO3)cc1	13%	8%
COc1ccc(N2CCN(S(=O)(=O)c3c[nH]c(=O)[nH]c3=O)CC2)cc1	15%	4%
CSc1ccc(CN(C)C(=O)c2cc(S(=O)(=O)NCc3ccccc3)ccc2C)cc1	28%	8%
O=C(c1cc(=O)[nH]c2ccccc12)N(Cc1nnc(-c2ccccc2Cl)o1)C1CC1	26%	10%
CN(C)S(=O)(=O)c1cccc(NC(=O)CCCc2nc3ccccc3c(=O)[nH]2)c1	8%	6%
Cc1cccc(N2CC(C(=O)NCCC3=CCCCC3)CC2=O)c1C (centres undefined)	4%	-6%
CCCn1c(NC(=O)c2ccc([N+](=O)[O-])o2)nc2ccccc21	18%	1%
COc1cc(C(=O)OCC(=O)NCCC2=CCCCC2)ccc1OCC(C)C	16%	7%
CSCCC(NS(=O)(=O)c1ccccc1F)C(=O)NCC(c1ccc(F)cc1)N1CCOCC1 (centres undefined)	11%	0%
Nc1ncn([C@@H]2O[C@H](CO)[C@@H](O)[C@H]2O)c(=O)n1	13%	-10%
CCc1ccc2c(c1)Sc1ccccc1CC2N1CCN(C)CC1 (centres undefined)	10%	6%
CCCCN1CCNC[C@H]1Cc1ccc(O)cc1	2%	3%
CCOC(=O)C1=C(COC(=O)C2CC(=O)N(c3ccc(C)cc3)C2)NC(=O)NC1C (centres undefined)	24%	2%
CCOc1cc(N2CCOCC2)c(OCC)cc1NC(=O)COC(=O)COc1cc(C)cc(C)c1	26%	8%
NC(=O)c1cc([N+](=O)[O-])ccc1NCC1CCCCC1	12%	8%
Cc1n[nH]c(=O)c2c(NC(=O)COC(=O)Cc3c(F)cccc3Cl)oc(C)c12	16%	1%
NC(=O)c1cc([N+](=O)[O-])ccc1NCc1ccc(F)cc1	11%	10%
Cc1ccc2nc(SCC(=O)NC3CCCC3)nc(=O)n2c1	10%	4%
CCCC#Cc1ccc2c(c1)COc1c3ccccc3nn1-2	1%	0%

In the list so far, these have an NH in an aromatic ring:
SMILES	Large T inhibition	Rac1 GTP hydrolysis
Cc1n[nH]c(=O)c2c(NC(=O)COC(=O)c3ncc(Cl)c(Cl)c3Cl)oc(C)c12	12%	2%
O=C(NCCc1ccc(F)cc1)c1ccc(NS(=O)(=O)c2ccc3[nH]c(=O)[nH]c3c2)cc1	12%	5%
CC1(NC(=O)CCc2nc3sc4c(c3c(=O)[nH]2)CCCC4)CCS(=O)(=O)C1 (centres undefined)	14%	8%
COC(=O)c1c(NC(=O)CSc2ncn[nH]2)sc(C)c1C	6%	10%
CCCN(C(=O)CSc1n[nH]c(-c2ccc(OC)cc2)n1)c1c(N)n(Cc2ccccc2)c(=O)[nH]c1=O	11%	-4%
COc1ccc2[nH]c(=O)c(-c3nnn(-c4ccc(F)cc4)n3)cc2c1	16%	9%
CCCCn1c(N)c(N(CCOC)C(=O)c2ccc(COc3ccccc3)o2)c(=O)[nH]c1=O	16%	2%
CCCCn1c(N)c(N(CCOC)C(=O)c2cnccn2)c(=O)[nH]c1=O	20%	9%
COc1ccc(N2CCN(S(=O)(=O)c3c[nH]c(=O)[nH]c3=O)CC2)cc1	15%	4%
O=C(c1cc(=O)[nH]c2ccccc12)N(Cc1nnc(-c2ccccc2Cl)o1)C1CC1	26%	10%
CN(C)S(=O)(=O)c1cccc(NC(=O)CCCc2nc3ccccc3c(=O)[nH]2)c1	8%	6%
Cc1n[nH]c(=O)c2c(NC(=O)COC(=O)Cc3c(F)cccc3Cl)oc(C)c12	16%	1%
